VHR inh abs = DUSP3 (human) phosphatase inhibition; inhibition, % at 13.3 µM; P51452; recombinant VHR phosphatase, pNPP absorbance; 290,000 compounds, 0.52% hits; AID 1654; in the data active means inhibition above about 50%; further: some compounds called inactive have numbers as strong as hits
Target sequence (P51452 whole entry, looked up): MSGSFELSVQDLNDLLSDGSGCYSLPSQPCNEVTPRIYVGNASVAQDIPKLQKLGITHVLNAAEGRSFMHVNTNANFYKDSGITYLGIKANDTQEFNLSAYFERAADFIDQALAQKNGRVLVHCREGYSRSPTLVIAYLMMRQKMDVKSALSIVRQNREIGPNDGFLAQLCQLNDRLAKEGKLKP
Vc quorum ag = quorum light induction in luxS cqsA deficient V. cholerae | AID 588436 | 350,000 compounds, 0.16% hits | activation, % at 18.7 µM | V. cholerae BH1578 lux reporter, luminescence, 6 h; in the data active means activation mostly above about 9.7%, no sharp cut-off; further: not every result past the cut was called active; inactives centre near 0; reference of the scale not given here
PfHsp40 yeast = rescue of PfHsp40-mediated yeast toxicity | S. cerevisiae expressing PfHsp40, growth rescue, ATP luminescence | 340,000 compounds, 0.68% hits | growth rescue, % at 12.5 µM; in the data active means growth rescue above about 28%, passing the limit was not always enough;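 further: yeast W303a lacking pdr1 and pdr3 grown in galactose medium; growth measured after three days at 30 °C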
PriA SSB inh = inhibitors of Klebsiella pneumoniae PriA binding to SSB C-terminal tail; AlphaScreen SSBct-PriA binding, biotinylated peptide; inhibition, % at 33 µM; 430,000 compounds, 0.6% hits; in the data active means inhibition mostly above about 37%, no sharp cut-off; inactive means mostly below about 20%;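 further: plate controls were negative control peptide for no effect and reference peptide for full effect; strong numbers were not always called active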
BoNT A protease = inhibitors of Botulinum neurotoxin A light chain protease | multiplex microsphere protease substrate cleavage, flow cytometry | AID 588499 | inhibition, % at 10 µM | 360,000 compounds, 0.17% hits; further: plate controls were buffer without enzyme for full effect and enzyme alone for no effect
TcdB inh = blocks C. difficile toxin B glycohydrolase activity; TcdB glycohydrolase enzymatic assay, plate reader; 350,000 compounds, 0.24% hits; AID 652162; P18177; inhibition, % at 9.99 µM; in the data active means inhibition above about 10%
Anthrax LF prot = anthrax lethal factor protease inhibition. P15917. multiplex microsphere protease cleavage assay, LF. inhibition, % at 10 µM. 360,000 compounds, 0.12% hits; further: plate controls were buffer without enzyme for full effect and enzyme alone for no effect
Target sequence (P15917 whole entry, looked up): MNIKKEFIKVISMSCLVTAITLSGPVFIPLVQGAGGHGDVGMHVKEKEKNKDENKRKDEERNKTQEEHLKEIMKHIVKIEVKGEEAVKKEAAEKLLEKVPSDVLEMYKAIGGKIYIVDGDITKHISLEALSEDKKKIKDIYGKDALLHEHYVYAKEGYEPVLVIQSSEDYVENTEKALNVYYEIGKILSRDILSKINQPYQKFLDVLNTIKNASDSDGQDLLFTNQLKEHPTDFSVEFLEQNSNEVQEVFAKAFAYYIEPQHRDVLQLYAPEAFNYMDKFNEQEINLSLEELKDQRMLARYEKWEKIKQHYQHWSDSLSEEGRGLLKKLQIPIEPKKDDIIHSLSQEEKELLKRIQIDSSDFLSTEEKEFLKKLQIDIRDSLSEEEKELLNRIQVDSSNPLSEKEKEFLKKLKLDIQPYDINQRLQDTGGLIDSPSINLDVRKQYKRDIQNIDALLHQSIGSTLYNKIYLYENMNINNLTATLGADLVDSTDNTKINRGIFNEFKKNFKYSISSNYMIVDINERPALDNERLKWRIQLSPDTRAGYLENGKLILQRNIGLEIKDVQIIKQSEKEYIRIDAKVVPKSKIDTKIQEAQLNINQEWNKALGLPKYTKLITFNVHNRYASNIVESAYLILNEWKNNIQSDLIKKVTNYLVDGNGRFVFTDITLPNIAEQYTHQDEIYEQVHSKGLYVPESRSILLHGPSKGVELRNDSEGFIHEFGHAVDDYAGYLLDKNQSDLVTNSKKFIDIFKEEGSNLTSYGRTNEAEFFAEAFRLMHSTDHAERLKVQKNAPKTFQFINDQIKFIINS
Y pestis TopoI = blocks Yersinia pestis topoisomerase I activity | activity, % at 10 µM | 360,000 compounds, 0.064% hits | Y. pestis Topo-I cleavage product accumulation, plate reader; in the data active means activity above about 50%, passing the limit was not always enough; further: inactives centre near 2
3CLpro inhibitor = SARS-CoV 3CLpro protease inhibition; P0C6X7; recombinant SARS-CoV 3CLpro, quenched FRET peptide cleavage; 290,000 compounds, 0.14% hits; inhibition, % at 6 µM; in the data active means inhibition above about 12%
CCHFV vOTU inh = blocks the CCHF virus ovarian tumor domain protease; CCHFV vOTU protease, Pep-AMC fluorescence; inhibition, % at 11.5 µM; AID 651958; 370,000 compounds, 0.55% hits; in the data active means inhibition above about 30%; further: 0% = vehicle wells with enzyme and 100% = no enzyme wells
Numbers without * were called inactive; i = inactive; · = no result given. Unless noted, no stated cut-off is given here; in the data, active means inhibition above about 30%; inconclusive means no clear call, values can overlap the other calls; inactive means below that. These rows are one share of the data. The share of hits here may be higher or lower than overall.

Under each structure: Vc quorum ag	3CLpro inhibitor	Anthrax LF prot	VHR inh abs	TcdB inh	CCHFV vOTU inh	Y pestis TopoI	PriA SSB inh	PfHsp40 yeast	BoNT A protease
(1) CCN(CCO)C(=O)c1ccc2nc(Cc3ccc(OC)cc3)oc2c1
    -0.6	-2	·	·	0.4	-6	2	-12	-1.0	·
(2) O=C(CN1C(=O)NC2(CCCC2)C1=O)OCC(=O)c1cccc(Cl)c1
    5.6	·	8	·	-1.7	-1	-15	-12	0.1	5.0
(3) O=C(COC(=O)c1cccnc1Cl)Nc1cccc(S(=O)(=O)N2CCCCC2)c1
    i	1	-1	20	-4.0	11	-3	7	-0.4	-0.3
(4) COc1cc(/C=C/C(=O)NC(C)CCc2ccccc2)cc(OC)c1OC (stereo unspecified)
    -0.2	1	-3	-4	·	-5	18	-1	-0.1	-0.2
(5) CC(=O)Nc1ccc(NC(=O)C(C)OC(=O)/C=C/c2cccs2)cc1 (stereo unspecified)
    -0.5	0	-1	-7	-1.2	-1	2	-3	-0.8	-0.5
(6) O=[N+]([O-])C1=CC=C2C(=NC3(CCCCC3)N2O)C1=NCCO
    -3.3	2	-1	26	-0.2	-3	-6	-3	0.9	-0.9
(7) CCCC(=O)N1CCCC(c2nc(-c3cccc(OC)c3)no2)C1 (stereo unspecified)
    -0.3	1	2	17	0.8	9	8	-7	-0.3	0.3
(8) ClCCN1CCSCC1
    i	·	-9	·	0.7	3	8	0	-1.5	-0.5
(9) COc1ccccc1OCC(=O)N(Cc1nc(-c2ccc(Cl)cc2)no1)C(C)C
    -0.2	1	-16	-12	0.9	12	31	-14	-0.5	-0.1
(10) O=[N+]([O-])c1cc(-n2cccc2)ccc1N1CCOCC1
    i	-3	-3	13	-0.9	12	-8	47*	0.4	-1.2
(11) N#Cc1ccc(-c2ccc(F)cc2)nc1Oc1ccc(Cl)c(Cl)c1
    ·	-3	-2	7	·	3	-7	-5	-0.5	-0.7
(12) CCCCNS(=O)(=O)c1ccc(S(=O)(=O)n2cnc3ccccc32)cc1
    1.5	-5	-3	9	-0.1	-17	-13	14	-0.5	-0.2
(13) CC(C)NS(=O)(=O)c1ccc(OCC(=O)Nc2ccc3c(c2)OCCO3)cc1
    -5.9	-1	-6	19	0.9	-13	-4	-7	1.4	-0.2
(14) CC1=[N+]([O-])C(N2CCOCC2)C(O)(c2ccccc2)C1 (stereo unspecified)
    -0.6	-10	-3	26	·	0	-3	-29	-0.2	-0.7
(15) NP(=O)(OCC(F)(F)F)Oc1ccc(Cl)cc1 (stereo unspecified)
    -0.2	-1	6	-7	0.8	6	5	-2	-2.9	1.4
(16) COC(=O)c1c(C)[nH]c(C(=O)OC(C)C(=O)N2CCOCC2)c1C (stereo unspecified)
    -0.9	·	-7	·	-0.1	-2	-5	-12	-0.4	-4.6
(17) O=C(COC(=O)C12CC3CC(CC(O)(C3)C1)C2)Nc1ccc(Cl)c(S(=O)(=O)N2CCOCC2)c1
    i	·	4	·	-1.0	-5	18	-11	1.0	-0.1
(18) CCN1C(=O)[C@H]2[C@@H](c3ccc(C)cc3)N3C(=O)N(c4ccc(OC)cc4)C(=O)[C@@]3(C)[C@H]2C1=O
    -0.4	1	1	28	0.9	2	-8	5	-1.2	0.5
(19) COc1cc2c(cc1OC)C(CSc1ccccc1C(=O)O)=NC(C)(C)C2
    -0.5	-2	-2	31	-0.4	-5	12	10	7.8	-0.1
(20) O=C(NN=Cc1ccc(O)cc1)c1ccccc1NS(=O)(=O)c1cccs1
    -0.2	·	-6	·	-0.1	18	-11	7	-0.6	-0.6

The final 2 records of the section before are carried over, then new ones follow.
Under each structure: Vc quorum ag	3CLpro inhibitor	Anthrax LF prot	VHR inh abs	TcdB inh	CCHFV vOTU inh	Y pestis TopoI	PriA SSB inh	PfHsp40 yeast	BoNT A protease
(19) COc1cc2c(cc1OC)C(CSc1ccccc1C(=O)O)=NC(C)(C)C2
    -0.5	-2	-2	31	-0.4	-5	12	10	7.8	-0.1
(20) O=C(NN=Cc1ccc(O)cc1)c1ccccc1NS(=O)(=O)c1cccs1
    -0.2	·	-6	·	-0.1	18	-11	7	-0.6	-0.6
(21) Cc1ccc2ccccc2c1C(O)c1ncc(-c2ccccc2F)[nH]1 (stereo unspecified)
    i	·	-7	·	2.5	8	-3	·	·	-0.3
(22) Cc1ccc(CNC(=O)CCOc2ccc(C(C)(C)C)cc2)cc1
    -1.2	4	1	-8	·	6	6	-6	0.5	-0.5
(23) CC(C)(C)OCC(O)CN1CCN(C(=O)c2ccccc2)CC1 (stereo unspecified)
    0.1	-1	-10	19	12*	14	2	2	-1.1	0.2
(24) COC(=O)C1Cc2ccccc2CN1C(=O)CCl (stereo unspecified)
    -1.6	2	0	17	0.9	-11	0	-1	41*	0.0
(25) COC(=O)CCC(=O)N1CCOCCOCCOCC1
    -0.2	0	-2	10	-1.9	13	3	-4	-2.4	-0.4
(26) CCOCCCn1cnc2c3cc(F)ccc3n(C)c2c1=O
    -1.9	5	0	20	3.1	-26	-4	-12	0.4	-0.1
(27) COc1cc2c(cc1OC)CN(C(=O)CSc1nc(N)c(C#N)cc1C#N)CC2
    -0.5	-4	-9	10	1.7	·	0	-5	0.1	21
(28) COc1ccccc1Cc1c(C2CCCCC2)nc2ccc(C)cn12
    ·	·	-2	·	-0.4	-4	·	·	·	0.3
(29) COc1ccc(N(CC(=O)NC2CCCC2)S(=O)(=O)c2c(C)[nH]c(=O)[nH]c2=O)cc1
    -0.2	-1	-1	25	1.0	3	-4	4	0.5	-0.5
(30) CCN(CC)C(=O)Cn1nnc(-c2ccc(S(C)(=O)=O)cc2)n1
    -0.4	-2	2	2	0.7	-2	8	-4	-1.1	-0.3
(31) O=C(CC1C(=O)NCCN1C(=O)Nc1ccccc1)Nc1cc(Cl)cc(Cl)c1 (stereo unspecified)
    -1.3	2	-2	19	2.2	-6	-4	3	-1.4	-4.0
(32) COc1cccc(N=NC2C(=O)N(C(N)=S)N=C2C)c1 (stereo unspecified)
    -0.6	·	4	·	2.2	8	0	8	0.4	-0.5
(33) CCc1sc(C(=O)NCCCn2ccnc2)cc1Br
    -0.5	7	-4	39	0.8	7	5	16	-0.9	0.7
(34) CC(=O)Nc1ccc(N=Nc2ccccc2)cc1
    -0.2	5	-2	8	·	6	3	31	-0.8	-0.4
(35) O=c1[nH]c2cccc(F)c2n2cccc12
    -1.6	1	-3	31	-3.2	7	-3	-4	-0.2	-0.8
(36) CCOc1ccccc1C=NN1CCCCCC1
    -4.5	·	-2	·	1.5	5	7	9	0.8	-0.5
(37) COCCSc1ccccc1C(=O)NCc1ccc2c(c1)OCO2
    0.4	1	-7	17	·	-14	5	-10	0.2	-1.8
(38) COc1ccc(-c2noc(CCCC(=O)NCCc3ccccc3)n2)cc1OC
    i	-3	-7	16	·	-17	0	5	0.5	-0.1
(39) O=C(Cn1cc(COc2ccc3ccccc3c2)nn1)NS(=O)(=O)c1cccc(OC(F)F)c1
    -0.6	·	1	·	0.9	3	9	·	·	-0.5
(40) CCOP(=O)(/C(C#N)=C(\C)O)c1ccccc1 (stereo unspecified)
    ·	-5	-2	22	-0.3	-10	-2	-8	-0.8	-0.6
(41) C=C(C)Cn1c(CCNC(=O)CC)nc2ccccc21
    -0.5	3	-9	22	·	-1	3	-4	-0.1	0.6
(42) COC(=O)C1=C(Nc2ccccc2NC(=O)c2ccccc2C(=O)O)CSC1
    -0.8	0	-2	0	0.2	-10	-9	15	0.2	-7.0
(43) CCOC(=O)N1CCN(C(=O)C(NC(=O)c2ccc(C(C)(C)C)cc2)C(C)C)CC1 (stereo unspecified)
    -0.5	·	5	·	-1.1	3	12	-12	1.4	0.4
(44) Cc1ccc(NC(=O)Nc2cccn(Cc3c(F)cccc3Cl)c2=O)cc1
    -1.5	4	-1	26	0.2	5	-6	3	1.0	-0.2
(45) O=c1cc(-c2cccc(Cl)c2)oc2cccc(O)c12
    0.5	·	9	10	-2.9	1	12	-5	-0.7	-0.5
(46) CCOc1ccc(S(=O)(=O)N2CCCC(C(=O)Nc3cccc(C)c3)C2)cc1 (stereo unspecified)
    1.0	3	-2	-10	-6.4	13	19	-7	-0.3	-0.6
(47) O=C(/C=C/c1ccc(Cl)cc1Cl)Nc1ccncc1
    i	-3	0	4	·	3	-1	-19	-0.4	-0.5
(48) CCOC(=O)N1CCN(C(=S)NC(=O)c2ccc(Br)cc2)CC1
    -0.5	-3	7	18	2.2	1	4	-2	-0.7	-0.9
(49) CCc1ccc2[nH]cc(C(=O)OCCOC)c(=O)c2c1
    i	-4	·	21	·	11	6	-1	-0.7	·
(50) C/C(=N\Nc1cccc(Cl)c1)C1(C)N(O)C(C)(C)C(c2ccco2)=[N+]1[O-] (stereo unspecified)
    i	-1	-9	28	-0.5	-2	-6	·	2.5	-3.7
(51) CC(C)Cn1c(N)c(S(=O)(=O)c2cccs2)c2nc3ccccc3nc21
    ·	-2	4	4	·	-149	2	-10	-0.5	2.7
(52) COc1ccc(S(=O)(=O)N2CCN(c3ccccc3)CC2)cc1C(=O)N1CCCC1
    -0.3	6	0	-4	-0.4	2	9	-7	0.6	3.4
(53) COc1cccc(Nc2ncnc3ccc(Br)cc23)c1
    i	·	-9	·	1.3	1	-18	·	·	-0.3
(54) CCOC(=O)C1(Cc2ccc(OC)cc2)CCN(C(=O)Cc2cccnc2)CC1
    -0.1	1	1	13	0.9	-9	-1	-11	0.4	0.2
(55) Cc1onc(-c2ccccc2)c1C(=O)N1CCN(C/C=C/c2ccccc2)CC1
    ·	-1	-4	8	1.6	-2	28	-1	1.1	-0.5
(56) CCOC(=O)c1oc2ccccc2c1NC(=O)c1cccc(OC)c1OC
    i	6	-2	13	·	-4	3	-54	3.8	2.4
(57) O=S(=O)(c1ccc(OCC(O)CN2CCc3ccccc3C2)cc1)N1CCOCC1 (stereo unspecified)
    i	3	0	6	·	-1	-9	-7	0.1	2.0
(58) COc1ccc(/C=C(/NC(=O)c2ccc(C)cc2)C(=O)NCc2ccncc2)cc1
    -0.3	-2	-2	34	1.4	4	0	7	-1.5	-2.0
(59) CCc1cccc(C)c1NC(=O)COC(=O)CNC(=O)c1cccs1
    -1.4	·	1	·	0.6	-1	-8	6	-2.1	0.4
(60) Cc1ccc(-c2cnc(N)n2C)cc1C
    5.3	-1	-5	22	·	1	-5	23	-0.2	-2.0
(61) CCOC(=O)NC(=O)COC(=O)CCCSc1nc2ccccc2s1
    i	1	2	7	0.2	-2	17	1	0.5	0.2
(62) Cc1ccc(CC(=O)N2CCN(c3cccc(C(F)(F)F)c3)CC2)cc1
    i	1	-8	20	·	6	35	-16	4.2	-0.3

Bioassay records deposited in PubChem by several laboratories.
